Assay outcomes as filed in PubChem BioAssay.
D1 ag: agonists of human D1 dopamine receptor | P21728 | HEK293 T-REx D1 cells, calcium flux, agonist mode | activation, % at 2 µM | 360,000 tested, 1% active; further: 0% is about no effect
Target sequence (P21728 whole entry, looked up): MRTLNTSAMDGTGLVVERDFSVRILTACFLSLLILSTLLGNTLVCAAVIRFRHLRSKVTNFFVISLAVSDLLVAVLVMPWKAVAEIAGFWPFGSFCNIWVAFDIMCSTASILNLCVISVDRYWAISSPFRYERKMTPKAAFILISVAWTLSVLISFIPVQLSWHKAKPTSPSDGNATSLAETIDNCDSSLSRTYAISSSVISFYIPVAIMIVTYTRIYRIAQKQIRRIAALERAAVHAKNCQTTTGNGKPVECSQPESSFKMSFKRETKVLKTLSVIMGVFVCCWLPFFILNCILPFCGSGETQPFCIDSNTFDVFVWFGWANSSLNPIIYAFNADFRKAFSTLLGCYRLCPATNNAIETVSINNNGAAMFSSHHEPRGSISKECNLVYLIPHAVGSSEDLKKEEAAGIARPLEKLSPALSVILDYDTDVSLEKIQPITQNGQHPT
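Tetracycline-induced HEK293 TREx D1 cells, force-coupled to calcium signalling, were dye-loaded with a no-wash calcium kit. Compound was pin-added after a 10 s baseline. Fluorescence was read kinetically at 1 cycle/s for 180 s, with calcium rises flagged as agonism.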
D1 antagonist: antagonists of human D1 dopamine receptor. P21728. HEK293 TREx D1 cells, calcium flux, dopamine EC80; active compounds read low. activity change, negative = inhibition, % at 10 µM. 360,000 tested, 3.2% active. AID 504652; in the data active means activity change below about -30%; further: on the % scale 0 is the no-effect control and ±100 the full control effect
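Allosteric or orthosteric antagonism assessed as attenuation of the calcium response to EC80 dopamine, added 180 s after compound, in induced HEK293 Trex D1 cells loaded with no-wash calcium dye.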
D2 ag: agonists of human D2 dopamine receptor. HEK293 T-REx D2 cells, calcium flux agonist mode. P14416. activation, % at 2 µM. 340,000 tested, 0.53% active;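 active means activation over 3 SD above normal in the single-dose calcium agonist read, cut at about 30% in these data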; further: 0% is about no effect
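Agonism is scored from calcium flux in a force-coupled, inducible HEK293 cell line expressing D2, read kinetically for 180 s after compound addition against dopamine controls.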
D2 antag: D2 dopamine receptor (human) antagonism; P14416; HEK293 TREx D2 cells, calcium flux, dopamine EC80; 340,000 tested, 2% active; inhibition, % at 10 µM; in the data active means inhibition above about 30%; further: 0% is about no effect
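Cells plated overnight at 30 C with tetracycline; no-wash calcium dye, 30–90 min RT; 10 s baseline; compound pinned; 180 s read; EC80 dopamine added; another 180 s read.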
D2 potentiator: D2 dopamine receptor (human) potentiation. P14416. HEK293 T-REx D2, calcium flux, EC20 dopamine potentiation. potentiation, % at 10 µM. 340,000 tested, 0.34% active. AID 485347;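 active means potentiation over 3 SD above the plate norm, cut at about 30% in these data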; further: 0% is about no effect
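Using a no-wash calcium dye in inducible, force-coupled HEK293 Trex cells expressing D2, we tracked fluorescence each second for 180 s after compound, then for 180 s after EC20 dopamine to detect augmented signalling.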
D1 potentiator: enhances dopamine response at the human D1 receptor; potentiation, % at 10 µM; HEK293 TREx D1 cells, calcium flux, dopamine EC20 potentiation; AID 504651; 360,000 tested, 0.036% active; P21728; in the data active means potentiation above about 30%; further: 0% is about no effect
TRHR agonist: activates the human TRH receptor; P34981; TRHR cells, calcium flux fluo-8, FDSS agonist mode; activation, % at 2 µM; 360,000 tested, 0.18% active; further: 0% is about no effect
Target sequence (P34981 whole entry, looked up): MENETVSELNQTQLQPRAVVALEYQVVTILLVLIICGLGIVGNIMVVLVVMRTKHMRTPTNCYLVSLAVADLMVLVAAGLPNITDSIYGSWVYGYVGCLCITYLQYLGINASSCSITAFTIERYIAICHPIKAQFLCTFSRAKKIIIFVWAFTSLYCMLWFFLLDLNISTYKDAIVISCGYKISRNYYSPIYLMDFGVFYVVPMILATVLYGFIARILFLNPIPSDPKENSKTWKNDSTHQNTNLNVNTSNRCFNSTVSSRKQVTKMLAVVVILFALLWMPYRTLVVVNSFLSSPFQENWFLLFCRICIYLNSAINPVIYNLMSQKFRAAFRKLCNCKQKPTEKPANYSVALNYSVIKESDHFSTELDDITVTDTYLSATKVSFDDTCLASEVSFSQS
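TRHR-expressing cells loaded with fluo-8 calcium dye; 23 nL library compound pin-transferred, kinetic FDSS fluorescence (Ex 480/Em 530) recorded about 180 s for agonist-induced calcium release, before a 10 nM TRH EC20 addition for potentiator mode.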
TRHR PAM: allosterically enhances the human TRH receptor; P34981; TRHR cells, fluo-8 calcium fluorescence, EC20 TRH enhancement; enhancement, % at 2 µM; 360,000 tested, 0.66% active; AID 493056; in the data active means enhancement above about 30%; further: 0% is about no effect
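TRHR-expressing cells loaded with fluo-8 calcium dye were read kinetically (ex 480/em 530) during compound addition, then stimulated with an EC20 of TRH (10 nM final). Enhancement of the Gq-mediated intracellular calcium response was scored.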
RXFP1 antag: antagonists of human relaxin receptor RXFP1; Q9HBX9; HEK293-RXFP1, relaxin-stimulated cAMP HTRF, 30 min; active compounds read low; activity change, negative = inhibition, % at 57.5 µM; 350,000 tested, 0.59% active; AID 1259400;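 active means activity change of -60% or lower, but not beyond a set lower limit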; further: on the % scale 0 is the no-effect control and ±100 the full control effect
Starred values were filed as active, the others as inactive; nt = no result given. Unless noted, no stated cut-off is given here; in the data, active means activation above about 30%; inactive means the rest. Compounds as they come; 7.3% or so of the library scored in one or more.

SMILES	D1 ag	D1 antagonist	D2 ag	D2 antag	D2 potentiator	D1 potentiator	TRHR agonist	TRHR PAM	RXFP1 antag
Cn1nccc1C(=O)N1CCc2c([nH]c3ccccc23)C1c1ccc(F)cc1 (configuration not stated)	1	2	0.5	3	6	-5	0.2	2	3
CCN1CCN(CCCNC(=O)c2cc3sccc3n2CC)CC1	-3	19	-0.5	2	-4	4	-0.4	-4	nt
COC(=O)c1ccccc1NC(=S)N1CCN(c2ccccn2)CC1	0	-20	10	10	-3	-2	-0.3	-5	5
CCc1cc(CC)c(/C=N/NC(N)=O)c(CC)c1	1	-8	-0.4	5	-8	-5	1.9	5	-7
COc1cccc(CNC(=O)Cn2cc3c(n2)-c2c(oc(C(=O)N4CCOCC4)c2C)CC3)c1	3	-29	-0.3	nt	-1	4	0.0	4	-5
COc1ccc(CCNC(=O)C2CCN(S(=O)(=O)c3ccc(F)cc3)CC2)cc1	5	-21	0.7	-3	-8	-1	-0.2	-6	2
Cc1cc(Br)ccc1NC(=O)CN(C)C(=O)CSC(=S)N1CCCC1	6	2	0.5	8	1	3	0.7	-19	6
CC(=O)Nc1ccc(N(C(=O)c2cnccn2)C(C(=O)NC2CCCCC2)c2ccc(F)cc2)cc1 (configuration not stated)	4	-7	-0.8	14	-17	-5	0.9	2	4
Cc1csc(NC(=O)Nc2ccccc2[N+](=O)[O-])n1	3	-21	0.9	4	-15	12	0.2	-1	-1
O=C(NC1CCCCC1)c1ccc(OC2CCN(Cc3ccccn3)CC2)cc1	1	-5	0.0	10	11	-6	1.0	-4	-7
COc1ccc(C)cc1N(CC(=O)NCCSCc1cccc(Cl)c1)S(C)(=O)=O	2	6	-1.3	-3	7	10	-1.3	-5	-8
Fc1ccc(C2c3[nH]c4ccccc4c3CCN2Cc2cccn2-c2ncccn2)cc1 (configuration not stated)	3	-10	-0.4	3	-5	0	0.6	24	-14
O=C(CCN1C(=O)c2ccccc2C1=O)Nc1cccnc1	0	-9	1.6	-10	-7	0	0.4	8	0
COC(=O)c1ccc([C@@H]2Nc3c(OC)ccc(C)c3[C@@H]3C=CC[C@@H]32)cc1	2	0	0.0	nt	-9	4	0.4	-9	-13
CCCCNC(=O)CNC(=S)N(Cc1ccc(C)cc1)Cc1ccco1	5	-15	-0.9	0	-12	-4	-2.2	-5	-16
CCOC(=O)Cc1cc(=O)c2cc(C)ccc2[nH]1	2	-6	1.2	-8	7	2	0.7	6	-6
Cn1c(-c2ccccc2)cnc1N	1	10	nt	nt	-16	-1	0.4	8	-1
COc1ccc(-c2noc(-c3ccc(NCC4CCCO4)c([N+](=O)[O-])c3)n2)cc1 (configuration not stated)	3	-58*	-1.0	nt	-2	-2	-0.4	0	nt
CC1CCN(C(=O)c2c(NC(=O)c3ccccc3F)sc3c2CCC(C(C)(C)C)C3)CC1 (configuration not stated)	1	16	0.6	nt	-8	-3	1.7	0	0
CCOc1ccc(/C=C(\C#N)C(=O)c2c(C)[nH]c3ccccc23)cc1OC	3	16	2.0	-5	1	-3	1.0	36*	-63*
CCCC(=O)c1ccc(N2CCN(C(=O)c3ccc(Br)cc3)CC2)c(F)c1	3	7	-1.1	6	2	-3	-0.8	9	-3
CCC(C)c1ccc(-c2cc(C(=O)OCC(=O)Nc3cc(C)on3)c3ccccc3n2)cc1 (configuration not stated)	0	6	0.0	-8	0	-2	0.9	-12	4
CCc1ccc2c(CC(=O)NNC(=O)c3ccncc3)coc2c1	0	-9	0.1	-4	-5	0	-0.1	-5	-12
CCOC(=O)c1cc(-c2ccc(OC)cc2)n[nH]1	2	-2	-1.7	-5	13	1	-1.0	6	1
Cc1ccc(-c2nnn(CC(=O)N(CCO)C(C(=O)NC3CCCC3)c3ccc(F)cc3)n2)o1 (configuration not stated)	2	-7	nt	nt	nt	-1	-0.7	1	-5
O=C(Nc1cccc([N+](=O)[O-])c1)C1CC(=O)N(Cc2ccccc2)C1 (configuration not stated)	0	8	0.4	-7	-11	-4	-0.7	0	-28
O=C(NCCC1CCCCN1S(=O)(=O)c1ccccc1)C(=O)NC1CC1 (configuration not stated)	1	-7	0.1	-9	1	-7	-0.1	18	nt
O=C(CCS(=O)(=O)Cc1ccccc1)NCCc1ccccc1	1	-20	-0.2	7	-8	-5	0.3	-2	-37
O=C(O)c1ccc2nc(CO)[nH]c2c1	3	-20	1.0	-6	8	-9	0.5	4	18
O=C(O)Cc1cc2c(s1)CCCCC2	2	-6	-0.1	2	6	-7	0.1	2	-12

Another view of some results above.
Under each structure: D1 ag, D1 antagonist, D2 ag, D2 antag, D2 potentiator, D1 potentiator, TRHR agonist, TRHR PAM, RXFP1 antag
- CCCC(=O)c1ccc(N2CCN(C(=O)c3ccc(Br)cc3)CC2)c(F)c1
 : 3, 7, -1.1, 6, 2, -3, -0.8, 9, -3
- CCc1ccc2c(CC(=O)NNC(=O)c3ccncc3)coc2c1
 : 0, -9, 0.1, -4, -5, 0, -0.1, -5, -12
- O=C(NCCC1CCCCN1S(=O)(=O)c1ccccc1)C(=O)NC1CC1 (configuration not stated)
 : 1, -7, 0.1, -9, 1, -7, -0.1, 18, nt

The list continues:
SMILES	D1 ag	D1 antagonist	D2 ag	D2 antag	D2 potentiator	D1 potentiator	TRHR agonist	TRHR PAM	RXFP1 antag
Cc1occc1-c1nnc(SCC(=O)Nc2c(F)cccc2F)n1C	3	-1	0.6	10	15	-3	-0.3	25	-6
CC1CCCC(NC(=O)c2cc(-c3ccncc3)nc3ccccc23)C1C (configuration not stated)	3	-2	-0.3	-1	-9	-3	-1.4	-19	4
O=C(CCC(=O)N1CCN(c2ccc(F)cc2)CC1)c1ccccc1	0	-1	-0.5	2	-7	-2	0.0	6	-4
O=c1[nH]c(CSc2nc(-c3ccc(F)cc3)cs2)nc2ccccc12	6	-17	0.9	-4	5	-5	0.0	-9	nt
O=C(NCc1ccco1)C(c1ccc(F)cc1)N(C(=O)Cc1cccs1)c1cccnc1 (configuration not stated)	4	0	0.2	-1	-5	3	-0.4	-3	-25
Cc1ccc(S(=O)(=O)N2CCC(C(=O)N3CCC(C(=O)NCC4CCCO4)CC3)CC2)cc1 (configuration not stated)	1	30	0.0	-4	1	8	-0.5	10	-18
CCCCn1c(N)c(N(CC)C(=O)c2ccc(-c3ccc(Cl)cc3)o2)c(=O)[nH]c1=O	1	-2	-0.7	-1	-9	2	0.0	4	4
Cc1cccc(CSc2ccc3nnc(-c4ccccn4)n3n2)c1	9	0	-1.1	6	6	4	-0.8	12	-9
O=C(COc1ccccc1[N+](=O)[O-])NCCC1=CCCCC1	2	9	-0.5	9	4	1	0.1	-3	19
Cc1ccc(S(=O)(=O)N2CCC(C(=O)OC(C)C(=O)N3CCOCC3)CC2)cc1 (configuration not stated)	0	-5	-0.2	nt	3	0	1.7	-8	0

Entries from the list above that have a nitro group on carbon, in the order listed:
SMILES	D1 ag	D1 antagonist	D2 ag	D2 antag	D2 potentiator	D1 potentiator	TRHR agonist	TRHR PAM	RXFP1 antag
Cc1csc(NC(=O)Nc2ccccc2[N+](=O)[O-])n1	3	-21	0.9	4	-15	12	0.2	-1	-1
COc1ccc(-c2noc(-c3ccc(NCC4CCCO4)c([N+](=O)[O-])c3)n2)cc1 (configuration not stated)	3	-58*	-1.0	nt	-2	-2	-0.4	0	nt
O=C(Nc1cccc([N+](=O)[O-])c1)C1CC(=O)N(Cc2ccccc2)C1 (configuration not stated)	0	8	0.4	-7	-11	-4	-0.7	0	-28
O=C(COc1ccccc1[N+](=O)[O-])NCCC1=CCCCC1	2	9	-0.5	9	4	1	0.1	-3	19

(further entries)
SMILES	D1 ag	D1 antagonist	D2 ag	D2 antag	D2 potentiator	D1 potentiator	TRHR agonist	TRHR PAM	RXFP1 antag
CC(C)n1cnnc1SCC(=O)NC(=O)c1ccccc1	3	2	0.1	-1	-3	-8	0.4	1	10
NC(=O)c1c(NC(=O)c2ccc(F)cc2Cl)sc2c1CCC2	-3	19	-1.3	0	-5	2	-1.0	5	4
COc1ccc2nc(SCC(=O)Nc3cc(C)on3)c(C#N)cc2c1	1	3	0.5	4	9	-5	0.7	3	-2
O=C(NCCc1nnc2ccc(SCC(=O)N3CCCC3)nn12)c1ccccc1	0	-16	0.9	0	-5	-2	0.1	-8	7
COC(=O)c1ccc(NC(=O)C2(S(=O)(=O)c3ccc(C)cc3)CC2)cc1	20	-17	-0.7	nt	7	-1	-1.6	7	-4
CCc1nc(SCC#N)c(C#N)cc1C	0	-34*	-1.0	-5	5	-5	0.0	-1	nt
CCOC(=O)CN1C(=O)S/C(=C/c2ccc(OC)c([N+](=O)[O-])c2)C1=O	5	-4	1.4	-9	18	-8	0.3	7	-2
Cc1cccc(Nc2ncnc3onc(-c4ccc(F)cc4)c23)c1C	2	4	0.0	-23	-2	-2	-1.6	-7	nt
S=C(NCc1ccco1)N1CCN(c2ccccc2Cl)CC1	3	-33*	-1.3	-5	2	-9	-0.3	-9	1
c1ccc(CCc2nc(-c3ccc(-n4cccc4)cc3)no2)cc1	3	7	0.2	-9	-1	nt	0.7	0	nt
O=C(NCCCCCCNC(=O)c1ccccc1O)c1ccccc1O	29	-42*	0.1	2	9	-7	-1.2	10	-23
CCOc1ccc2[nH]c(=O)c(CN(CCO)C(=O)CC)cc2c1	1	5	-0.3	1	28	-2	0.6	6	-4
C/C(=N\Nc1nc(N2CCCCC2)nc(N2CCOCC2)n1)c1ccccc1O	4	-8	-1.7	-8	14	0	-1.3	3	12
N#CCc1cc2ccc3cccc4ccc(c1)c2c34	5	-1	-0.6	-2	-7	0	0.3	-2	1
Cc1ccc(C(=O)Nc2ccc3nc(N4CCCCC4)cc(C)c3c2)cc1F	-2	13	-0.1	nt	5	2	-0.7	10	-10
CC(=O)Nc1ccc(SC[C@H](Cc2ccccc2)N2CC[C@@H](C(C)(C)C)CCC2=O)cc1	2	2	-0.1	2	-4	4	0.5	-4	nt
COc1cccc(NS(=O)(=O)NC(=O)c2c(C)[nH]c3ccccc23)c1	4	-1	-0.2	-10	15	-2	0.6	4	-21
CC(O)CNC(=O)c1ccc(-c2nn(C)c(=O)c3ccccc23)cc1 (configuration not stated)	1	-8	-0.9	14	-13	5	0.8	-2	-8
Cc1oc(-c2cccc(Cl)c2)nc1CS(=O)(=O)CC(=O)NCCN1CCOCC1	2	-33*	-0.1	3	6	-1	-0.1	1	-1
CCN(CC)CCCNC(=O)N[C@@H](Cc1ccccc1)C(=O)O	2	35	1.0	-8	-6	3	0.9	6	8
CC(=O)c1cc(CN2CCN(CCC(C)C)C(CCO)C2)cs1 (configuration not stated)	1	-7	0.4	-14	-3	5	0.8	2	11
Cc1ccc(OCCN2C(=O)c3ccccc3C2=O)cc1	5	0	-0.1	-5	7	-1	-2.5	6	-9
C=CCNC(=O)C1CC(=O)N(c2ccc(OCC(=O)Nc3cccc(OC)c3)cc2)C1 (configuration not stated)	2	5	0.1	-13	-2	-1	-0.2	-3	-18
COc1ccc(OC)c(-c2cc(C(=O)Nc3cnn(Cc4ccc(Cl)cc4Cl)c3)no2)c1	6	1	0.9	nt	-7	-1	1.5	3	-6
COc1cc2c(cc1NC(=O)CSCC(=O)O)oc1ccccc12	2	12	-0.7	12	-4	-5	0.4	7	-17
CC(C)(C)C(=O)N1CCN(c2ccc(NC(=O)c3ccc([N+](=O)[O-])o3)cc2)CC1	48*	-8	-3.1	-19	nt	-8	-0.7	5	12
